# LYPLA2 counter – counter-screen for PME1 inhibitors: inhibitors of human LYPLA2. inhibition, % at 5.9 µM. AID 2177. recombinant LYPLA2, FP-Rh probe fluorescence polarization. 320,000 compounds, 0.38% hits;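 active = inhibition above the screen-wide mean plus 3 SD, limit set per campaign, cut at about 26% in these data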;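 note: 0% = LYPLA2 with DMSO and 100% = wells lacking LYPLA2 enzyme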
# PREPL inh – inhibitors of human prolyl oligopeptidase-like enzyme PREPL | Q4J6C6 | recombinant PREPL, fluorescence polarization activity-based probe | inhibition, % at 5.96 µM | 320,000 compounds, 0.68% hits | AID 2751; in the data active = inhibition above about 43%;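 note: 0% = enzyme with DMSO and 100% = wells lacking enzyme; many of its hits are not listed in these tables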
# LYPLA1 inh – counter-screen for PME1 inhibitors: inhibitors of human LYPLA1; O75608; recombinant LYPLA1, FP-Rh probe fluorescence polarization; inhibition, % at 5.9 µM; 320,000 compounds, 0.16% hits; AID 2174;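 active = inhibition above the mean of all tested compounds plus 3 SD, set per campaign, cut at about 14% in these data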;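 note: inhibitors block serine hydrolase probe labeling of LYPLA1 so polarization falls; 0% = enzyme with DMSO and 100% = wells lacking LYPLA1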
# EBNA-1 inhibitor – blocks EBNA-1 binding to DNA; EBNA-1 DNA binding, fluorescence polarization; AID 1950; 300,000 compounds, 0.34% hits; inhibition, % at 14.8 µM; in the data active = inhibition above about 28%
# GSTO1 inh – GSTO1 inhibition, counter-screen for RBBP9 inhibitors; P78417; recombinant GSTO1, activity-based probe fluorescence polarization; inhibition, % at 5.96 µM; 300,000 compounds, 1.1% hits;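 active = inhibition above the campaign mean inhibition plus 3 SD, cut at about 35% in these data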;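 note: 0% = GSTO1-1 with DMSO and 100% = wells lacking GSTO1-1 enzyme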
# ZTA counter – ZTA (EBV) inhibition in EBNA-1 counter-screen; P03206; ZTA-DNA binding, fluorescence polarization; inhibition, % at 11 µM; 320,000 compounds, 0.15% hits; AID 2234; in the data active = inhibition above about 33%
# PAFAH1B3 inh – inhibitors of human PAFAH1B3; Q15102; recombinant PAFAH1B3, FP-rhodamine probe, fluorescence polarization; AID 492972; 340,000 compounds, 0.28% hits; inhibition, % at 3.39 µM;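 active = inhibition above the screen-wide average of all tested compounds plus 3 SD, cut at about 25% in these data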;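 note: 0% = enzyme with DMSO only and 100% = wells lacking PAFAH1B3 protein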
# PAFAH2 FP inh – inhibitors of human PAFAH2; Q99487; recombinant PAFAH2, FP-rhodamine activity probe, fluorescence polarization; inhibition, % at 3.39 µM; 340,000 compounds, 0.99% hits;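 active = inhibition above the mean over all tested compounds plus 3 SD, cut at about 30% in these data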;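 note: inhibitors block probe labeling of enzyme so polarization drops; 0% = enzyme with DMSO and 100% = wells lacking PAFAH2 protein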
# PAD4 FP inh – blocks human protein arginine deiminase 4. Q9UM07. recombinant PAD4, RCA probe fluorescence polarization. inhibition, % at 6.36 µM. 330,000 compounds, 0.41% hits. AID 485272;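 active = percent inhibition above a cutoff equal to the mean of all tested compounds plus 3 SD, cut at about 15% in these data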;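 note: 0% = PAD4 with RCA probe and DMSO and 100% = probe without PAD4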
# Target sequence (Q9UM07 whole entry, looked up): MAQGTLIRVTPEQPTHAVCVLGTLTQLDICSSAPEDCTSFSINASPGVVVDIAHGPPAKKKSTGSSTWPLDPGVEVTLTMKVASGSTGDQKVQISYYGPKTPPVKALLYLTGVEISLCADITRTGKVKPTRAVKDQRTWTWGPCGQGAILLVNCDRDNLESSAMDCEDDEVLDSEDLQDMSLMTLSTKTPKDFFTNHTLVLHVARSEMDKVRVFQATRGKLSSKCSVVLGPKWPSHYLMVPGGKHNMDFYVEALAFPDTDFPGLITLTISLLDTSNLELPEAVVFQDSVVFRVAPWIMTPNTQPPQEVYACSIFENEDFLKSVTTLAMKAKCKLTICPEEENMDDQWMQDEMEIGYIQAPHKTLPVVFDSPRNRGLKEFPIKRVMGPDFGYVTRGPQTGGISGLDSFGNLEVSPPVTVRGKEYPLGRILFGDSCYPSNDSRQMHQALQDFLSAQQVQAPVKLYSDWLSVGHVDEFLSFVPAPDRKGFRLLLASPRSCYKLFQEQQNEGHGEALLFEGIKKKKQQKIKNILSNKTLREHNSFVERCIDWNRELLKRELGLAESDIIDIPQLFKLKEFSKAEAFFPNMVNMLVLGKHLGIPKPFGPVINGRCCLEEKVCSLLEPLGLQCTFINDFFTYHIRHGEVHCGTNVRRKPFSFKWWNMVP
# * hit, by the source's call; . = not tested or not shown. The list is partial; count on the stated rates, not on these rows.
# The first 2 compounds (preview)
SMILES,LYPLA2 counter,PREPL inh,LYPLA1 inh,EBNA-1 inhibitor,GSTO1 inh,ZTA counter,PAFAH1B3 inh,PAFAH2 FP inh,PAD4 FP inh
C#CCOCCOCCOCCNc1nc(N2CCN(C(=O)[C@H](CCC(=O)O)n3cc(C(N)Cc4ccc(O)cc4)nn3)CC2)nc(N2CCN(C(=O)[C@H](CCC(=O)O)n3cc(C(N)CC(C)C)nn3)CC2)n1 (stereo partly specified),-2.2,5.3,-0.8,6.0,9.1,-2.5,.,.,-7.4
NC(=O)N1CCC2(CC1)NC(=O)N(c1ccccc1)N2,5.2,-12.4,0.9,3.3,9.0,-7.2,6.0,-0.7,-1.0

# This part in full, repeating the preview:
SMILES,LYPLA2 counter,PREPL inh,LYPLA1 inh,EBNA-1 inhibitor,GSTO1 inh,ZTA counter,PAFAH1B3 inh,PAFAH2 FP inh,PAD4 FP inh
C#CCOCCOCCOCCNc1nc(N2CCN(C(=O)[C@H](CCC(=O)O)n3cc(C(N)Cc4ccc(O)cc4)nn3)CC2)nc(N2CCN(C(=O)[C@H](CCC(=O)O)n3cc(C(N)CC(C)C)nn3)CC2)n1 (stereo partly specified),-2.2,5.3,-0.8,6.0,9.1,-2.5,.,.,-7.4
NC(=O)N1CCC2(CC1)NC(=O)N(c1ccccc1)N2,5.2,-12.4,0.9,3.3,9.0,-7.2,6.0,-0.7,-1.0
O=C(Cn1nnc(-c2ccc(F)cc2)n1)Nc1ccc2c(c1)OCCO2,0.1,-8.8,-1.4,1.6,0.1,-3.6,2.2,8.0,1.9
Cc1sc2nc(SCC(=O)O)[nH]c(=O)c2c1C,-3.3,4.3,1.0,-6.5,-7.3,3.8,6.9,-1.8,-4.2
CC(Oc1ccc(Cl)cc1Cl)C(=O)NCCCN(C)C (stereo unspecified),-1.4,-22.1,-1.4,3.0,6.1,-1.1,-0.6,-1.4,-3.1
CCN(CC)C(=O)CN1CCN(Cc2ccc3c(c2)OCO3)CC1,-4.1,9.1,0.7,-6.8,0.1,-5.8,4.5,-9.7,-1.1
COc1ccc(Cc2nc3ccccc3n2CC(=O)N/N=C/c2ccc(C)cc2O)cc1OC,-4.2,-4.8,-1.0,-11.1,10.2,-10.7,-0.6,-4.7,-1.7
Cc1ccc(C2(CC(=O)Nc3nccs3)CCOC(C(C)C)C2)cc1 (stereo unspecified),-3.9,-18.2,-5.5,-5.0,-1.9,4.3,14.0,2.1,4.6
Cc1cc(C(=O)C[N+]2(C)CCOCC2)c(C)n1-c1ccc(Br)cc1,1.1,2.0,2.4,0.3,7.5,9.3,8.3,0.3,-1.9
CC1CC(C)(C)NC(=S)N1CCC(=O)N1CCc2ccccc21 (stereo unspecified),0.8,15.1,-0.7,1.9,-0.5,-4.0,2.7,1.8,3.4
COc1ccc(NC(=O)CSc2n[nH]c(C)c2[N+](=O)[O-])cc1,6.2,-0.7,1.5,-4.8,-1.1,8.8,8.2,6.3,-1.6
O=C(c1ccc(N2CCNCC2)cc1)c1cccnc1,25.8*,7.2,4.2,-2.2,-0.4,10.0,2.1,-6.0,-2.3
CCC(CC)C(=O)NC12CC3CC(CC(C3)C1)C2,0.9,6.2,-0.3,-5.9,3.4,6.4,0.5,3.7,-4.4
CCOC(=O)/C(=N\Nc1cc(Cl)ccc1Cl)N1CC(C)OC(C)C1 (stereo unspecified),2.5,2.3,2.0,-8.1,2.6,6.1,10.7,-2.0,-5.0
O=C1CN(C(=O)COC(=O)c2cccc(Br)c2)c2ccccc2N1,-4.3,-14.1,-3.2,.,.,5.7,4.6,-3.6,2.6
COc1ccc(Cc2noc(COc3ccc(Cl)cc3)n2)cc1,-4.4,-12.5,0.8,0.5,3.2,-6.5,9.2,2.2,0.0
CSc1cccc(NS(=O)(=O)c2ccc(-c3coc(C)n3)cc2)c1,-5.4,-12.0,-2.3,-4.8,-10.5,-0.4,8.7,-1.9,1.2
O=C1c2ccccc2C(=O)N1CCc1nc(-c2ccncc2)no1,2.5,8.2,4.6,10.5,-1.2,-3.1,5.2,2.7,-4.6
COc1ccccc1NC(=O)CSC1CC(=O)N(c2ccc3c(c2)OCO3)C1=O (stereo unspecified),-6.5,13.4,-3.6,-7.9,12.4,-9.7,3.0,-10.3,4.7
O=C(O)/C=C\C(=O)Nc1ccc(Oc2ccccc2)cc1,1.7,-4.5,-3.0,-3.5,2.4,-11.2,3.5,9.2,-1.0
Cc1cc(C)c(C)c(S(=O)(=O)N2CCN(C(=O)c3ccc4c(=O)n5c(nc4c3)CCC5)CC2)c1C,11.6,3.5,1.9,3.7,1.4,-8.7,0.4,-0.6,-0.8
NC(=O)CC(CC(=O)OCc1ccccc1)c1ccccc1 (stereo unspecified),2.9,-4.1,1.9,7.7,0.3,18.1,14.3,3.7,-1.0
COc1cccc(C2c3[nH]c4ccccc4c3C[C@H]3C(=O)N(c4ccccc4C(=O)N4CCCC4C(=O)O)C(=O)N23)c1 (stereo partly specified),6.9,4.4,3.7,-2.8,4.2,5.2,1.0,-2.9,1.3
CCOC(=O)c1ccc(NC(=O)c2c(NC(=O)CCC(=O)O)sc3c2CCCCC3)cc1,0.8,-0.9,-2.2,9.5,4.5,18.9,.,.,-10.7
CCOc1ccccc1NC(=O)CN1CCCCCC1,-1.6,13.8,-3.1,-0.3,5.6,-9.4,4.4,-0.1,0.1
COc1ccc(N2CCN(c3cc(C)c4cccc(C)c4n3)CC2)cc1,-1.9,11.7,-0.3,-9.0,1.6,6.7,9.9,1.4,-1.6
COc1ccc(S(=O)(=O)N(C)C)cc1NC(=O)CSc1nc(N)cc(N)n1,-1.0,-16.9,2.0,-2.5,-10.4,-14.2,5.9,-6.8,2.6
CN1CC(=O)N(CC(=O)Nc2cccc3ccccc23)C1=O,.,1.8,.,.,.,.,3.9,0.0,-1.1
O=C(NC(=S)NCCN1CCOCC1)c1ccccc1Br,-5.5,-5.0,5.4,-5.5,-3.5,-0.9,2.7,-0.2,-1.1

# Whole records as entered above. Order of values: LYPLA2 counter	PREPL inh	LYPLA1 inh	EBNA-1 inhibitor	GSTO1 inh	ZTA counter	PAFAH1B3 inh	PAFAH2 FP inh	PAD4 FP inh
# CCN(CC)C(=O)CN1CCN(Cc2ccc3c(c2)OCO3)CC1 is listed with -4.1	9.1	0.7	-6.8	0.1	-5.8	4.5	-9.7	-1.1
# CN1CC(=O)N(CC(=O)Nc2cccc3ccccc23)C1=O is listed with .	1.8	.	.	.	.	3.9	0.0	-1.1

# 7 entries from above, ordered by molar mass, ascending:
SMILES,LYPLA2 counter,PREPL inh,LYPLA1 inh,EBNA-1 inhibitor,GSTO1 inh,ZTA counter,PAFAH1B3 inh,PAFAH2 FP inh,PAD4 FP inh
O=C(O)/C=C\C(=O)Nc1ccc(Oc2ccccc2)cc1,1.7,-4.5,-3.0,-3.5,2.4,-11.2,3.5,9.2,-1.0
NC(=O)CC(CC(=O)OCc1ccccc1)c1ccccc1 (stereo unspecified),2.9,-4.1,1.9,7.7,0.3,18.1,14.3,3.7,-1.0
COc1ccc(NC(=O)CSc2n[nH]c(C)c2[N+](=O)[O-])cc1,6.2,-0.7,1.5,-4.8,-1.1,8.8,8.2,6.3,-1.6
CC1CC(C)(C)NC(=S)N1CCC(=O)N1CCc2ccccc21 (stereo unspecified),0.8,15.1,-0.7,1.9,-0.5,-4.0,2.7,1.8,3.4
CCN(CC)C(=O)CN1CCN(Cc2ccc3c(c2)OCO3)CC1,-4.1,9.1,0.7,-6.8,0.1,-5.8,4.5,-9.7,-1.1
O=C1CN(C(=O)COC(=O)c2cccc(Br)c2)c2ccccc2N1,-4.3,-14.1,-3.2,.,.,5.7,4.6,-3.6,2.6
COc1ccccc1NC(=O)CSC1CC(=O)N(c2ccc3c(c2)OCO3)C1=O (stereo unspecified),-6.5,13.4,-3.6,-7.9,12.4,-9.7,3.0,-10.3,4.7

# Source: PubChem
